Screening data deposited in PubChem by several laboratories.
PKA-R2B act – activates the human PKA-R2B holoenzyme complex; P22694+P31323; PKA-R2B holoenzyme dissociation, Cy5-IP20 fluorescence polarization; R2B truncated from residue 108, S112A mutant; 0% DMSO only, 100% 113 µM cGMP; activation, % at 11.4 µM; 340,000 tested, 0.079% active;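 active means activation above a cutoff set at the mean over all compounds plus 3 SD, cut at about 18% in these data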;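 further: higher means more holoenzyme dissociation and a rise in polarization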
Target sequence (P31323 whole entry, looked up, other chains not shown, the tested form may be a part): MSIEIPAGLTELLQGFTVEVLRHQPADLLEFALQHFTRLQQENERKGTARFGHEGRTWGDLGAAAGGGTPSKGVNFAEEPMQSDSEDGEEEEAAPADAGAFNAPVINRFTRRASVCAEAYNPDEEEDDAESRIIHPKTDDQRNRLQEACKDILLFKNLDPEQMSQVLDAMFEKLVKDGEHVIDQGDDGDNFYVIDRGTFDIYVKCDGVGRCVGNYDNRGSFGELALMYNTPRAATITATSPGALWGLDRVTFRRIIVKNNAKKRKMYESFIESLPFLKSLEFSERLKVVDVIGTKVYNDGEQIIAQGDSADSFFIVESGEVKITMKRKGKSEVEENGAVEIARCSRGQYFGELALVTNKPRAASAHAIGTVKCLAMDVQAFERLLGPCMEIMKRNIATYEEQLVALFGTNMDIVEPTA
NSD2 HMT inh – NSD2 (human) methyltransferase inhibition; O96028; NSD2 peptide methylation, AlphaScreen, 120 min; inhibition, % at 12.5 µM; 310,000 tested, 0.54% active; AID 743445; in the data active means inhibition above about 50%
C-LANA FP – KSHV C-LANA DNA binding inhibition; MBP-C-LANA/FAM-LBS DNA binding, fluorescence polarization; inhibition, % at 9 µM; 340,000 tested, 0.078% active;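 active means highest replicate inhibition at or above 60% at 9 µM, even if other replicates fall short; inactive means all replicates below 60% inhibition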;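 further: 0% = neutral control wells and 100% = 4 µM acridine orange control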
Keap1-Nrf2 PPI – inhibitors of human Keap1-Nrf2 protein-protein interaction | AID 504523 | Q14145 | Keap1 Kelch-Nrf2 peptide fluorescence polarization, 1536-well | inhibition, % at 9.4 µM | 340,000 tested, 0.15% active; in the data active means inhibition above about 12%; inconclusive means no clear call, values can overlap the other calls; inactive means below about 7.3%;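 further: human Keap1 Kelch domain with fluorescein labeled Nrf2 9mer peptide probe; 0% = neutral control wells and 100% = peptide positive control; higher means more block of Keap1 binding to Nrf2 peptide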
DAGLB inh – diacylglycerol lipase beta (human) inhibition; Q8NCG7; HEK293T DAGLB membrane lysate, EnzChek fluorogenic substrate; inhibition, % at 5.17 µM; 340,000 tested, 0.059% active; AID 504411; in the data active means inhibition above about 34%;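 further: 0% = enzyme with vehicle and 100% = wells lacking enzyme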
RTF Ca sens inh – cardiac RTF calcium desensitization; IANBD-labeled cardiac RTF, Ca2+ fluorescence; inhibition, % at 7.15 µM; 340,000 tested, 0.12% active;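 active means inhibition above the mean inhibition of all tested compounds plus 3 SD, cut at about 17% in these data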;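 further: assay run at fixed EC70 calcium of 1.6 mM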
PvdQ acylase – blocks Pseudomonas aeruginosa PvdQ acylase activity | purified PvdQ acylase, fluorescence plate reader | inhibition, % at 10 µM | 340,000 tested, 0.063% active; in the data active means inhibition above about 30%, passing the limit was not always enough; inconclusive means no clear call, values can overlap the other calls;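 further: 0% = vehicle neutral wells and 100% = reference inhibitor wells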
Arrestin-AP2 inh – human beta-arrestin and AP2 interaction inhibition | FITC-arrestin peptide / GST-AP2 beads, flow cytometry; AP2 beta2 appendage carries R879A mutation | inhibition, % at 10 µM | 340,000 tested, 0.31% active | AID 504490;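 active means inhibition above a set limit, near 3 SD of compounds lacking own fluorescence, cut at about 54% in these data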;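 further: plate controls were DMSO wells for no effect and 5 µM unlabelled arrestin peptide for full effect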
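System: GST-AP2 R879A glutathione beads | Also added: FITC-arrestin peptide, 50 nM | Times: 12 min plus 1 h, RT | Signal: Bead flow cytometry, FITC channel | Buffer or medium: PBS with 0.05% Tween 20 and 0.1% BSA | Read-out basis: Percent drop in bead-associated FITC signal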
SR-BI DiI-HDL act – SR-BI HDL lipid transfer activation. CHO ldlA[mSR-BI] cells, DiI-HDL uptake fluorescence, 3 h; 100 = double the neutral-control signal. activation, % at 12.5 µM. 320,000 tested, 0.096% active;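 active means mean replicate activation of at least 60% and every replicate at or above 60%; inconclusive means mean or all-replicate condition met, but not both; inactive means mean below 60% and not all replicates reaching 60%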;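 further: 0% = median plate neutral-control signal and 100% = twice that signal; values of inactives mirror those of a sister screen read the other way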
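System: CHO ldlA[mSR-BI] cells / Medium: HEPES-buffered (25 mM, pH 7.4) F12 plus 0.5% BSA / Probe or stimulus: labelled HDL, 10 µg/mL / Doses: single compound concentration, delivered by pin transfer / Schedule: 3 h, 37 °C / Measured by: DiI fluorescence, bottom read / Measure: cell-associated DiI fluorescence as measure of HDL uptake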
SR-BI HDL uptake – inhibitors of mouse SR-BI mediated HDL lipid uptake; ldlA[mSR-BI] CHO cells, DiI-HDL uptake fluorescence, 3 h; inhibition, % at 12.5 µM; 320,000 tested, 0.96% active; AID 488896;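 active means mean replicate inhibition of at least 70% and a set share of replicates each scoring 70 or more; inconclusive means meets just one of the two criteria; inactive means fails both criteria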;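 further: 0% = median of neutral control wells and 100% = median of positive control wells; values of inactives mirror those of a sister screen read the other way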
Target sequence (Q61009 whole entry, looked up): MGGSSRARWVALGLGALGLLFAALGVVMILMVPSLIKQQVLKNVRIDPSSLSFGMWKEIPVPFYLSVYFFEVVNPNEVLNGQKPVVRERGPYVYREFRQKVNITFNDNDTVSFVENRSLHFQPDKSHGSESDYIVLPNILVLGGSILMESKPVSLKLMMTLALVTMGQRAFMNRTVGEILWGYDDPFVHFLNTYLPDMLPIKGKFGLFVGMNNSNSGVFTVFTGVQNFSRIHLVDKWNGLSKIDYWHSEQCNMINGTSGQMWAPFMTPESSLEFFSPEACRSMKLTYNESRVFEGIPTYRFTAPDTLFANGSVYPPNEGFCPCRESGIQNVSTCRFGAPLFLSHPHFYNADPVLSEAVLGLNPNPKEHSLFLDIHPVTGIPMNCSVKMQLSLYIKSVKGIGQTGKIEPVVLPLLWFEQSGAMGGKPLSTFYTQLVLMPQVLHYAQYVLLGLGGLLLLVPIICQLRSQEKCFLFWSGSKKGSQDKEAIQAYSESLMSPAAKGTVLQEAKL
Active calls of the source: *; ? = inconclusive; · = no result given.

Each structure is followed by: PKA-R2B act, NSD2 HMT inh, C-LANA FP, Keap1-Nrf2 PPI, DAGLB inh, RTF Ca sens inh, PvdQ acylase, Arrestin-AP2 inh, SR-BI DiI-HDL act, SR-BI HDL uptake
- O=[N+]([O-])c1ccc2nc(-c3cccnc3)[nH]c2c1
    -14.2, 0.2, 3.4, -2.9, 2.3, -3.6, 3.7, 0.5, -3.8, 3.8
- COc1ccccc1/C=C\C(=O)NCC(=O)N/N=C(/C)c1cccc([N+](=O)[O-])c1
    -9.4, -3.2, -0.7, 0.3, 0.0, -18.2, -10.9, 4.7, ·, ·
- COC(=O)[C@@H]1Cc2c([nH]c3ccccc23)C(C)(C)N1C(=O)CCl
    -4.6, 0.4, -1.3, -5.2, 2.1, -5.9, -18.0, -13.2, -3.2, 3.2
- O=[N+]([O-])c1cnc(Nc2ccccc2)nc1Nc1ccccc1
    0.3, -1.9, -0.7, -2.3, -2.6, -6.1, 9.5, 7.0, -20.8, 20.9
- N=C1C(c2nc(-c3ccc(F)cc3)cs2)=C(O)CN1CCCN1CCOCC1
    3.7, 1.8, 0.1, -0.3, 2.4, 0.1, -14.6, -3.7, ·, ·
- CC(C)(C)OC(=O)N[C@@H](Cc1ccccc1)C(=O)NCC1CCC(C(=O)N[C@@H](CCC(N)=O)C(=O)O)CC1 (some centres undefined)
    -3.4, 25.7, 1.3, -5.0, -0.1, -2.2, -21.7, 7.9, 17.2, -17.2
- COc1ccc(OC)c2c1sc(=NC(=O)C1COc3ccccc3O1)n2C (centres undefined)
    -1.6, -2.0, 1.7, 4.0, -0.7, 1.6, -6.9, -12.6, -6.2, 6.2
- Cc1csc(SCC(=O)Nc2sccc2C(N)=O)n1
    -8.4, -2.7, -1.2, -6.4, 0.0, 2.3, 12.5, 12.6, 11.6, -11.6
- Cc1csc(NC(=O)Cc2c(F)cccc2Cl)n1
    2.2, -1.0, -5.6, 0.7, -1.5, -5.7, -16.8, -2.0, -1.8, 1.8
- COc1ccccc1C(=O)Nc1ccccc1C(=O)N1CCCC1
    5.8, -2.2, -1.9, -5.4, 0.4, -10.0, -10.6, 6.2, 21.1, -21.1
- O=c1cc(-c2ccsc2)oc2ccccc12
    -6.7, ·, -1.5, -5.0, -1.4, -21.7, -9.3, 6.1, -2.4, 2.4
- O=C(c1ccc2c(c1)N(Cc1ccc(F)cc1)C(=O)c1ccccc1S2(=O)=O)N1CCN(c2ccccn2)CC1
    5.7, 1.4, 0.5, -0.1, 3.7, -15.4, -8.1, 2.8, -22.5, 22.5
- CCOC(=O)C1(CCc2ccccc2)CCN(C(=O)CN2CCOC2=O)CC1
    -1.0, -5.7, -0.8, -6.6, -1.4, -7.9, -2.2, -0.4, -22.3, 22.3
- CCC1CSC(Nc2ccc(C(=O)/C=C/c3ccc(Oc4ccccc4)cc3)cc2)=N1 (centres undefined)
    -7.9, -1.3, 3.5, -4.6, 2.7, 2.4, -2.1, -8.3, 12.8, -12.8
- COC(=O)c1ccc(CSc2nc3ccccc3c(=O)n2-c2cccc(OC)c2)o1
    0.2, 2.0, -1.5, -5.7, -3.5, -2.9, -6.5, 5.8, 0.6, -0.6
- CNC(=O)/C(C#N)=C1\SC(Cc2ccc(F)cc2)C(=O)N1c1ccccc1C (centres undefined)
    2.2, -11.3, 0.3, -2.0, 3.4, -5.9, -3.1, 0.1, -7.5, 7.5
- CCOC(=O)c1ccc(N2Cc3ccccc3C2=NC(=O)c2ccncc2)cc1
    -0.2, -2.4, 0.4, -2.9, -3.6, -11.4, ?, 5.1, 0.6, -0.6
- CS(=O)(=O)N1CCCC(C(=O)NCc2ccc(F)cc2)C1 (centres undefined)
    1.6, 1.6, -0.3, -7.1, -0.5, -5.5, -8.1, 6.5, 22.0, -22.0
- CC1CCN(CCc2nc3cc(NC(=O)COc4ccccc4)ccc3n2C)CC1
    -6.3, 3.7, -2.6, -1.5, 1.3, -4.9, -9.5, 3.8, 16.3, -16.3
- O=C(NCc1ccc2c(c1)OCO2)c1ccc(CSCc2ccc(Cl)cc2)o1
    -0.5, -3.7, -1.9, -4.8, -4.3, 1.5, 9.0, 3.3, 5.6, -5.6

More entries
Each structure is followed by: PKA-R2B act, NSD2 HMT inh, C-LANA FP, Keap1-Nrf2 PPI, DAGLB inh, RTF Ca sens inh, PvdQ acylase, Arrestin-AP2 inh, SR-BI DiI-HDL act, SR-BI HDL uptake
- C[C@H](CO)N1C[C@H](C)[C@@H](CN(C)S(=O)(=O)c2ccccc2)Oc2c(NC(=O)CCC(F)(F)F)cccc2C1=O
    -4.2, ·, 0.0, -5.3, -1.4, -4.1, 0.1, 24.2, 13.9, -13.9
- c1ccc(-c2csc(Nc3ccccn3)n2)cc1
    -15.7, 18.6, -2.3, 1.8, -2.1, 2.2, 3.9, 34.3, -14.7, 14.7
- O=C(NO)c1ccccc1C(F)(F)F
    2.4, -2.8, -1.4, -4.4, -0.8, -2.6, -10.4, -6.6, 17.1, -17.1
- CCC(=O)Nc1sc2c(c1C#N)CCCCC2
    2.7, -0.1, 0.7, -6.3, -5.3, 5.0, -17.3, 7.0, -34.8, 34.8
- Nc1cccc(-c2csc(-n3ncc(C(=O)O)c3C(F)(F)F)n2)c1
    7.2, 0.0, 0.4, -2.4, 2.6, -9.1, -0.8, 5.3, 18.9, -18.9
- Cc1ccc(NC(=O)CNC(=O)c2ccc(C(C)(C)C)cc2)cc1S(=O)(=O)N1CCOCC1
    -3.4, 0.5, -0.1, 5.7, -1.8, 2.3, -6.6, 1.6, -1.8, 1.8
- Cc1cccc(-c2nc3ccccc3c(=O)n2NC(=O)Cc2ccc(Cl)cc2)c1
    9.6, -1.3, 0.9, 3.5, 0.6, -1.1, -10.0, -7.5, -4.0, 4.0
- Cc1ccc(C(=O)NCC(=O)NCC(=O)OCc2ccc(F)cc2)cc1
    7.0, -0.9, 0.6, -0.9, -5.3, -4.1, 6.8, 10.7, 11.8, -11.8
- CCOc1ccc(CCNC(=O)CN2C(=O)COc3ccc(S(=O)(=O)N4CCOCC4)cc32)cc1
    -8.0, -1.7, -0.5, -8.3, -0.1, -5.0, -14.6, -10.4, 15.7, -15.7
- O=C(COc1ccccc1F)Nc1ccc2c(c1)CCC2
    -1.2, 12.3, 1.7, -3.2, -19.2, -7.8, -14.8, -13.7, -7.5, 7.5
- COc1ccc(N(C(=O)CNC(=O)c2ccco2)C(C(=O)NCC2CCCO2)c2ccccc2)c(OC)c1 (centres undefined)
    -3.7, -3.6, 1.0, -2.1, -3.2, 1.1, 5.8, 12.4, ·, ·
- O=C(O)C(Cc1cccs1)c1cccs1 (centres undefined)
    -3.3, 1.5, 1.5, -5.5, -1.3, -11.3, -14.9, 7.0, 31.1, -31.1
- CSc1ccc(Cl)c(C(=O)Nc2ccc(C)cn2)c1
    -3.9, -1.9, -0.2, 1.4, 0.9, 1.3, -5.4, -9.2, -7.8, 7.8
- Cc1ccccc1CSCC(Nc1ccc(C(=O)O)cc1[N+](=O)[O-])C(=O)O (centres undefined)
    -16.0, 1.2, 1.2, -4.0, 4.7, 4.4, 6.5, 14.0, 10.1, -10.1
- COc1ccc(NS(=O)(=O)c2ccc(NC(=S)NC(=O)/C=C/c3ccccc3)cc2)nn1
    -2.7, 3.9, 2.0, 0.1, 10.9, 3.5, -8.4, 1.9, 1.9, -1.9
- COc1cc(/C=N/N2C(C)CCCC2C)cc(Br)c1O (centres undefined)
    -9.5, 0.8, 2.3, -3.1, 1.9, -5.3, -8.3, -0.3, -6.8, 6.8
- COc1c(C)cc(Br)cc1C(=O)Nc1cccc(NC(=O)c2ccco2)c1
    -21.7, -3.5, -0.4, 0.3, -6.7, -2.0, 4.0, 25.3, -37.9, 37.9
- S=C(Nc1cccc(Cl)c1)N1CCOCC1
    7.2, -2.3, 0.7, 2.5, 1.3, -2.5, 0.3, 22.1, 15.9, -15.9
- COc1ccc(-c2noc(CN(C)C(=O)CCN3C(=O)[C@H]4CC=CC[C@H]4C3=O)n2)cc1
    -8.7, -1.5, 0.3, -1.7, 0.6, -0.6, 6.5, 18.5, -11.7, 11.7
- CC1(C)Oc2ccc(NC(=O)C3COc4ccccc4O3)cc2O1 (centres undefined)
    -4.5, 4.4, -1.9, -4.7, -4.3, -5.6, -15.8, 6.0, ·, -13.1

Next part.
Each structure is followed by: PKA-R2B act, NSD2 HMT inh, C-LANA FP, Keap1-Nrf2 PPI, DAGLB inh, RTF Ca sens inh, PvdQ acylase, Arrestin-AP2 inh, SR-BI DiI-HDL act, SR-BI HDL uptake
- CCOC(=O)Nc1ccc([N+](=O)[O-])cc1OC
    -2.2, 1.9, -0.5, 0.8, -3.2, 7.2, 16.2, 30.0, -11.2, 11.2
- CCN(CC)S(=O)(=O)c1ccc2c(c1)nc(CCC(=O)OCC(=O)Nc1cc(Cl)cc(Cl)c1)n2C
    -1.6, -0.3, 1.6, -8.1, 7.3, -6.9, -15.4, -6.5, -3.6, 3.6
- N#CC(C#N)=C1C=CC=CN1/C(=C\c1ccco1)C(=O)c1ccc(-c2ccccc2)cc1
    -5.6, 1.0, -5.1, -3.1, 0.3, 3.0, -2.9, 7.8, -13.0, 13.0
- O=C(Nc1nnc(-c2ccc(F)cc2)o1)c1cccc([N+](=O)[O-])c1
    -3.6, -2.3, -0.1, 0.4, 5.3, -11.7, -3.9, 1.3, -4.2, 4.2
- O=C(CSc1nc2[nH]c(=O)cc(O)c2s1)Nc1nncs1
    -9.9, -1.2, -2.2, -2.3, 0.4, -11.8, -3.1, 1.5, 16.6, -16.6

3 entries from above, sorted by the number in DAGLB inh, highest first:
mol | PKA-R2B act | NSD2 HMT inh | C-LANA FP | Keap1-Nrf2 PPI | DAGLB inh | PvdQ acylase | Arrestin-AP2 inh | SR-BI DiI-HDL act | SR-BI HDL uptake
CCC1CSC(Nc2ccc(C(=O)/C=C/c3ccc(Oc4ccccc4)cc3)cc2)=N1 (centres undefined) | -7.9 | -1.3 | 3.5 | -4.6 | 2.7 | -2.1 | -8.3 | 12.8 | -12.8
O=c1cc(-c2ccsc2)oc2ccccc12 | -6.7 | · | -1.5 | -5.0 | -1.4 | -9.3 | 6.1 | -2.4 | 2.4
CCOC(=O)Nc1ccc([N+](=O)[O-])cc1OC | -2.2 | 1.9 | -0.5 | 0.8 | -3.2 | 16.2 | 30.0 | -11.2 | 11.2
